LDHA block: qHTS assay for inhibitors of human lactate dehydrogenase; purified LDHA, NADH/diaphorase-resazurin fluorescence; stronger effect = lower value; activity change, % (values are at about 110 or 230 µM); 480,000 compounds, 0.15% hits; AID 1347041, 2019; in the data active means activity change below about -30%; inconclusive means mostly about -25% to -30%;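 further: plate controls were DMSO wells for no effect and wells without enzyme for full effect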
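Human LDH5 (2 nM) was incubated with 0.06 mM NADH and 0.2 mM pyruvate for 5 min at room temperature in Tris pH 7.4. Remaining NADH was coupled through diaphorase/resazurin, and resorufin fluorescence was read at 0 and 20 min.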
TrxR1 substrate: qHTS Assay for Substrates of Mammalian Selenoprotein Thioredoxin Reductase 1 (TrxR1): qHTS | Potency, µM (highest dose often 114 µM), for inactives: at the highest dose activity change, negative = substrate turnover | purified TrxR1 substrate turnover, NADPH consumption readout | AID 588456, 2011 | 390,000 compounds, 0.01% hits | Thioredoxin reductase 1, cytoplasmic (Rattus norvegicus), O89049; further: potency means the concentration at half of the fitted maximal effect; on the % scale 0 is the no-effect control and ±100 the full control effect; nearly all actives have a fitted effect of over 50% in size
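Rat TrxR1, dispensed at 90 nM, was prereduced with 400 uM NADPH (final) for 5 min at ~22 deg C, then incubated with compound 15 min before 400 uM selenite. A first-read NADPH fluorescence drop versus no-compound background flagged substrates.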
PI4K2A inh: qHTS for small molecular inhibitors of PI4K2A. 420,000 compounds, 0.13% hits. activity change, negative = inhibition, % at 76.9 µM. purified PI4K2A, ADP-Glo luminescence, 1 h; stronger effect = lower value; in the data active means activity change below about -50%; inconclusive means mostly about -30% to -49%;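 further: -100% = wells without enzyme as full effect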
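Compounds are screened against recombinant PI4K2A using PI as substrate and ATP, the latter dispensed at 300 microM. Reactions run one hour at ambient temperature before ADP-Glo detection; full inhibition defined by wells lacking enzyme.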
Vif-APOBEC3G blk: qHTS for Inhibitors of Vif-A3G Interactions: qHTS; HeLa A3G-eYFP + Vif (tagged APOBEC3G with the HIV-1 protein that degrades it), YFP fluorescence, overnight; 410,000 compounds, 0.076% hits; Potency, µM (top dose mostly 46.1 µM), inactives show at the highest dose activity, negative = active, hits mostly inhibitors; AID 602310, 2012; DNA dC->dU-editing enzyme APOBEC-3G (Homo sapiens), Q9HC16;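 further: potency means the concentration at half of the fitted maximal effect; on the % scale 0 is the no-effect control and ±100 the full control effect; nearly all actives have a fitted effect of over 60% in size; hits raise eYFP signal because A3G escapes Vif-driven loss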
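Read-out is eYFP fluorescence (Ex 488/Em 500-530) from Vif-expressing HeLa A3G-eYFP cells; more signal means A3G escaped Vif-mediated degradation. Cells plated overnight, compound pinned in, incubated overnight at 37 deg C.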
Glioma ERSR ind: qHTS for Inducers of the Endoplasmic Reticulum Stress Response (ERSR) in Human Glioma: qHTS; U87-MG GRP78 promoter luciferase reporter, 16 h; Potency, µM, inactives show at the top dose activation, most hits filed as activators; 420,000 compounds, 0.02% hits; further: potency means the concentration at half of the fitted maximal effect; series mostly up to about 76 µM; % of control where 0% means no effect; nearly all actives have a fitted effect of over 35% in size
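ERSR induction read as luciferase luminescence (Bright-Glo, 10 min at room temperature) in stably transfected human U87-MG glioma cells exposed to compounds for 16 h, using GRP78 as sensor.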
RXFP1 agonist: qHTS Assay for Agonists of the Relaxin Receptor RXFP1; 370,000 compounds, 0.3% hits; Potency, µM (titrated, usually from 57.5 µM), for the others: at the top dose activation, hits mostly activators; Relaxin receptor 1 (Homo sapiens), Q9HBX9; HEK293T-RXFP1 cAMP TR-FRET, 30 min; response scale: percent of porcine relaxin response, buffer zero; AID 2676, 2010; further: potency means the concentration at half of the fitted maximal effect; on the % scale 0 is the no-effect control and ±100 the full control effect; nearly all actives have a fitted effect of over 60% in size; many of its hits are not listed in these tables
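HEK293 cells stably expressing RXFP1, treated 30 min at 37C with compounds plus PDE4 inhibitor Ro 20174; cAMP measured by HTRF TR-FRET. Normalized to buffer and 29 nM porcine relaxin; EC50 by Hill fit.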
Vif-A3F inh: qHTS for Inhibitors of Vif-A3F Interactions: qHTS | Potency, µM (doses to about 46.1 µM), for inactives: top-dose activity, negative = active | 390,000 compounds, 0.2% hits | HeLa A3F-eYFP + Vif (tagged APOBEC3F with the HIV-1 protein that degrades it), YFP fluorescence increase; further: potency means the concentration at half of the fitted maximal effect; % of control where 0% means no effect; nearly all actives have a fitted effect of over 65% in size
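HeLa cells stably expressing Vif plus C-terminally eYFP-tagged A3F were seeded, incubated overnight at 37 deg C, dosed with compound, incubated overnight again at 37 deg C. Yellow fluorescence (Ex 488/Em 500-530) reported blocked Vif-mediated A3F-eYFP degradation.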
USP1-UAF1 inh: Inhibitors of USP1/UAF1: Primary Screen | recombinant USP1/UAF1, Ub-Rhodamine cleavage fluorescence | Potency, µM (titrated, usually from 57.1 µM), for the others: top-dose activity change, negative = inhibition, most hits filed as inhibitors | 390,000 compounds, 0.23% hits | AID 743255, 2014; further: potency means the concentration at half of the fitted maximal effect; on the % scale 0 is the no-effect control and ±100 the full control effect; nearly all actives have a fitted effect of over 60% in size; inactives centre near -12
Target sequence (O94782 whole entry, looked up): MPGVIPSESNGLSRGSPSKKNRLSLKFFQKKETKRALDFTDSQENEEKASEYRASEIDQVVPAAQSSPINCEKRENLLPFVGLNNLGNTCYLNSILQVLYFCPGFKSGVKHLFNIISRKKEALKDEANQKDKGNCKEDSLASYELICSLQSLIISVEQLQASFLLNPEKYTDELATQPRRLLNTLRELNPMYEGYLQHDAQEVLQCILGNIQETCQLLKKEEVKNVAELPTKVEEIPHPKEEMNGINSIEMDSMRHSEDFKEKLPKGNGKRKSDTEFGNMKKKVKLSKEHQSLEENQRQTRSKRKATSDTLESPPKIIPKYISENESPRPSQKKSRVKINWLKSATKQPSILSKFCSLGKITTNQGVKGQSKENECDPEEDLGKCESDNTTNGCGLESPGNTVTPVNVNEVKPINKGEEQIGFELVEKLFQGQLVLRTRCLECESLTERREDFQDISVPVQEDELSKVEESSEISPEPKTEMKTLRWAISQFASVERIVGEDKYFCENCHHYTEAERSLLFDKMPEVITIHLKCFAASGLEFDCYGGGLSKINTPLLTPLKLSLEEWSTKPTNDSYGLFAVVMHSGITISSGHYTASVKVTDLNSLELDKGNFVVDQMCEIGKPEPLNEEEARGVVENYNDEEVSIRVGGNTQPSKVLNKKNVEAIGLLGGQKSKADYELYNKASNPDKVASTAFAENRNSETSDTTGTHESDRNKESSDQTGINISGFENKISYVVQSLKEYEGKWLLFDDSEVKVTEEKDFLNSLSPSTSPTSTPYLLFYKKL
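In this screen, compounds sit with the deubiquitinase complex (1nM) for 15 min at room temperature before Ub-Rho is added at 150nM final. Fluorescence rise is then followed for 6 reads every 60 seconds.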
IDH1 R132H inh: qHTS for Inhibitors of mutant isocitrate dehydrogenase 1 (IDH1): qHTS | Isocitrate dehydrogenase [NADP] cytoplasmic (Homo sapiens), O75874 | 390,000 compounds, 0.093% hits | IDH1-R132H enzyme, NADPH consumption, diaphorase/resazurin fluorescence | Potency, µM (titrated, usually from 76.6 µM), inactives show at the top dose activity change, negative = inhibition, usual class: inhibitors; further: potency means the concentration at half of the fitted maximal effect; on the % scale 0 is the no-effect control and ±100 the full control effect; nearly all actives have a fitted effect of over 65% in size
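IDH1-R132H (0.5 ug/mL dispensed) in pH 7.5 Tris buffer was preincubated 30 min with compound, then given a substrate mix of 0.016 mM NADPH and 2 mM alpha-KG for 80 min at room temperature; remaining NADPH was read by diaphorase/resazurin fluorescence.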
* hit, by the source's call; u = inconclusive; x = no result given; & = joins results of further samples; [ ] = remark or other dose. Unless noted, the call rests on the fitted dose curve; in most records, active means well fitted curve in the direction sought with a large enough effect; inconclusive means small, poorly fitted or top-dose-only effect, or another doubt; inactive means no such curve, though single readings can be large; an effect the other way counts as inactive or inconclusive. Only part of the results is shown; count on the stated rates, not on these rows.

Start of the data: the first 2 records, to show the layout:
SMILES	LDHA block	TrxR1 substrate	PI4K2A inh	Vif-APOBEC3G blk	Glioma ERSR ind	RXFP1 agonist	Vif-A3F inh	USP1-UAF1 inh	IDH1 R132H inh
COC(=O)C1=C(C(=O)OC)SC2(S1)C(C(=O)OC)=C(C(=O)OC)SC1=C2c2cc(C)ccc2NC1(C)C	3	-19%	-6	0%	2%	0.5%	-2%	-16%	-2%
O=C(c1ccco1)N1CCN(S(=O)(=O)c2cccc(C(F)(F)F)c2)CC1	-4	-8%	3	2%	-6%	0.7%	3%	-15%	2%

The list itself (from the top)
SMILES	LDHA block	TrxR1 substrate	PI4K2A inh	Vif-APOBEC3G blk	Glioma ERSR ind	RXFP1 agonist	Vif-A3F inh	USP1-UAF1 inh	IDH1 R132H inh
COC(=O)C1=C(C(=O)OC)SC2(S1)C(C(=O)OC)=C(C(=O)OC)SC1=C2c2cc(C)ccc2NC1(C)C	3	-19%	-6	0%	2%	0.5%	-2%	-16%	-2%
O=C(c1ccco1)N1CCN(S(=O)(=O)c2cccc(C(F)(F)F)c2)CC1	-4	-8%	3	2%	-6%	0.7%	3%	-15%	2%
CCN(Cc1ccccc1)Cc1c(O)ccc2oc(C)c(C(=O)Nc3ccccc3C)c12	4	5%	2	1%	-3%	-1.4%	-6%	8%	3%
COc1ccccc1-n1nnnc1SC(C)C(=O)NC1CCCC1 (configuration not stated)	-2	-8%	3	0%	-6%	-0.5%	-3%	0%	-2%
CCOc1cccc(OCCCOc2cccc3cccnc23)c1	2	2%	2	-7%	-1%	-0.1%	-2%	u	5%
O=C(O)c1cccc(N/N=C/c2cccs2)c1	-3	-14%	-9	-13%	-15%	-1.7%	6%	-19%	5%
O=C(N/N=C/C1CC2CCC1C2)C1CC1 (configuration not stated)	-3	1%	-1	6%	1%	-0.9%	-3%	-7%	-6%
Cc1cccc(OCC(=O)Nc2cccc(C(=O)Nc3ccccc3C(=O)O)c2)c1	-12	-15%	0	-1%	-2%	-3.4%	-5%	-7%	15%
Cc1ccc([C@H]2N[C@]3(CCCN(Cc4ccc(C(F)(F)F)cc4)C3=O)[C@H]3C(=O)N(Cc4ccccc4)C(=O)[C@@H]23)cc1	0	x	8	-7%	-5%	x	-2%	-25%	19%
CCc1cccc(NC(=O)Cn2c(=O)n(CCCCCC(=O)NCc3ccc(F)cc3)c(=O)c3sccc32)c1	-1	-4%	-3	x	x	9.2%	x	-17%	x
COc1ccc(/C(C)=N/Nc2ncc(Cl)cc2Cl)c(O)c1	0	-25%[57.1 µM]	3	-9%	-1%	0.1%	-17%	-15%	5%
CCOC(=O)c1nn(C23CC4CC(CC(C4)C2)C3)c2c1C(=O)N(c1ccc(C)cc1)C2=O	-4	-5%	8	4%	-3%	3.5%	-2%	-16%	0%
CCCCC(=O)N(C)c1c(CC)nc2c(OCC3CCCCC3)cccn12	4	x	-1	-5%	0%	x	x	x	x
N#C/C(=C\c1ccncc1)C(=O)Nc1ccc(C(=O)O)cc1	2	-3%	0	1%	-5%	1.3%	1%	6%	8%
Cc1ccc(S(=O)(=O)NC(=O)NCc2ccccc2)cc1	-10	7%	4	-2%	-2%	0.1%	-7%	5%	8%
COc1ccc2c(=O)cc(-c3cccnc3)oc2c1OC	1	4%	-6	5%	-4%	4.8%	0%	-18%	3%
Cc1ccc(NC(=O)CN2CCC(C(=O)c3ccc4c(c3)OCCO4)CC2)cc1	-8	-8%	0	0%	-2%	-2.3%	-2%	-9%	0%
Cc1ccn2cc(CNC(=O)c3cccs3)nc2c1	2	15%[57.1 µM]	-3	3%	2%	1.0%	3%	-13%	11%
COc1ccccc1Cn1ccn(CC(=O)Nc2c(C)cc(C)cc2C)c(=O)c1=O	-14	-17%	-2	-1%	-2%	2.4%	-13%	4%	-1%
COc1ccc(CCNC(=O)C2CCN(S(=O)(=O)c3ccc(OC)c(OC)c3)CC2)cc1OC	0	12%	4	-1%	-3%	-1.3%	2%	-18%	6%
CN(CC(=O)N1CCCCCC1)S(=O)(=O)c1ccccc1	-6	2%	4	-1%	3%	-0.6%	-4%	-19%	-4%
CCn1cc(CN2CCC(C(=O)Nc3cccc(-c4cccc(Cl)c4)c3)CC2)cn1	-3	2%	-1	1%	-3%	-1.2%	1%	-17%	-14%
NS(=O)(=O)c1ccc(NC(=O)c2c(F)cccc2Cl)cc1	-5	u	-2	2%	0%	0.1%	-8%	-15%	-4%
COc1ccc(S(=O)(=O)c2cn(C)c3cc(N4CCCCC4)c(F)cc3c2=O)cc1	3	3%	0	0%	-2%	6.8%	6%	-20%	-6%
Cn1cccc1C(=O)NC(=O)COC(=O)c1ccc(S(C)(=O)=O)c([N+](=O)[O-])c1	3&-7	-3%	-1	-19%&-25%	-12%&-15%	x	0%	-12%	8%
CC1CCCN(C2=C(NS(=O)(=O)c3ccc(Br)cc3)C(=O)c3ccccc3C2=O)C1 (configuration not stated)	22	1%	-12	-5%	-6%	1.4%	-8%	u	11%
Cc1cnc(NC(=O)c2ccc(F)c(S(=O)(=O)N3CCOCC3)c2)s1	1	-6%	0	-1%	2%	-0.1%	3%	-13%	0%
COc1ccc(N=Nc2nc3cc(Br)c(Br)cc3n2C)c(OC)c1	-3	-2%	1	-7%	-4%	-4.0%	u	-14%	8%
Cc1ccc(C)c(NC(CC(=O)c2ccccc2)C(=O)OCC(=O)c2cccs2)c1 (configuration not stated)	0	-7%	-1	0%	-2%	1.4%	-3%	-7%	1%
Cc1ccc(SCC(=O)OCC(=O)Nc2ccc3[nH]c(=O)[nH]c3c2)cc1C	2	19%[57.1 µM]	-2	-1%	0%	-0.2%	9%	-16%	-2%
COC(=O)c1c(C)cc(O)c(C=O)c1O	17	-1%	0	1%	2%	x	-1%	-20%	-1%
NC(=O)c1ccc(/C=N/O)nc1	0	0%	-5	1%	-2%	-2.2%	0%	-12%	-2%
CCn1c(C)c(C(C)=O)c(N2CCN(c3cccc(Cl)c3)CC2)nc1=S	-3	-3%[57.1 µM]	-2	3%	-2%	-0.4%	3%	-16%	-1%
C#CCOCCOCCOCCNc1nc(N2CCN(C(=O)[C@H]([C@@H](C)CC)n3cc([C@@H](N)CC(C)C)nn3)CC2)nc(N2CCN(C(=O)[C@H](CCCCN)n3cc([C@@H](N)CO)nn3)CC2)n1	5	3%	-7	-1%	-2%	-0.1%	3%	-18%	-5%[38.3 µM]
O=C(CN1CCCCCC1)N/N=C/c1cccc(Cl)c1Cl	-17	1%	0	-2%	7%	5.4%	1%	-11%	-2%
CSc1ccc(CNC(=O)C2CCC(=O)N(Cc3cccc(F)c3)C2)cc1 (configuration not stated)	-10	-3%	2	0%	x	0.2%	-14%	-5%	-1%
O=C(N/C(=C\c1cccs1)C(=O)N1CCOCC1)c1cccs1	-10	-8%	2	-1%	-6%	1.8%	-3%	-13%	-1%
O=C(Nc1ccc2ccccc2c1)c1onc2c1CCCC2	1	14%[57.1 µM]	1	-11%	-6%	3.1%	8%	-22%	10%
CCc1ccccc1NC(=O)CN(C)C(=O)c1cc(C2CC2)nc2c1cnn2C(C)C	1	6%	-2	0%	1%	-0.3%	-15%	-22%	12%
O=C(NCc1ccc(Cl)cc1)[C@@H]1CCCN1S(=O)(=O)c1ccc(Cl)cc1	-6	9%	1	5%	-3%	x	2%	-21%	7%
Cc1c(N/C(=N/S(=O)(=O)c2ccc(F)cc2)c2ccccc2)c(=O)n(-c2ccccc2)n1C	2	4%	6	3%	-3%	0.5%	-3%	-7%	11%
COc1cc(/C=C/C(=O)N2CCCc3ccccc32)cc(OC)c1OC	-12	-5%	-4	-9%	0%	6.9%	6%	-21%	-2%
COc1ccc(NC(=O)COc2cccc(-n3cnnn3)c2)cc1	-8	1%	-1	-4%	-2%	2.1%	-1%	-2%	-2%
Cc1cccc(NC(=O)c2cc(N3CCOCC3)nc3ccccc23)c1	5	20%	-9	1%	-2%	3.2%	6%	-7%	6%
COc1ccc(CNC(=O)CN2C(=O)NC(c3ccccc3)(c3ccccc3)C2=O)cc1OC	-8	-5%	1	-3%	-2%	x	1%	-1%	4%
CCN(CC)S(=O)(=O)c1ccc(N(C)Cc2cccc(OC)c2OC)nc1	-2	-8%	3	-1%	-1%	2.2%	9%	-6%	11%
Cc1ccc2c(c1)N=C(c1ccccc1)CC(C(Cl)Cl)=N2	5	10%[57.1 µM]	-19	-27%	-9%	-1.6%	u	-22%	13%
O=C(Cc1ccccc1)N1CCC(O)(c2cccnc2)CC1	-5	1%	-3	0%	-2%	1.5%	3%	-11%	1%
O=C(Cc1nc2ccccc2[nH]c1=O)c1ccc(Cl)cc1	-5	-5%	4	u	2%	-2.4%	13µM*	-9%	-1%
O=C(NCc1ccc2c(c1)OCO2)c1ccc(Br)s1	-6	6%	8	-4%	-3%	1.2%	0%	-22%	0%
COc1ccc(N2CC(C(=O)Nc3cc(C)on3)CC2=O)cc1 (configuration not stated)	-1	3%	-3	0%	-1%	-0.4%	0%	7%	0%
